High-throughput results: PubChem BioAssay, Sanford-Burnham Center for Chemical Genomics
human PMI inhibition: inhibitors of human PMI, primary screen, biochemical, fluorescence intensity, coupled assay (AID 1209); purified PMI enzyme, coupled fluorescence intensity; higher % means a stronger effect; inhibition, % at 20 µM, or IC50 in µM where a hit was titrated; 190,000 compounds, 0.42% hits;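 further: plate controls were DMSO vehicle for no effect and wells lacking substrate for full effect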
HEK293 NOD2/NF-kB: NOD2 signaling inhibitors, cell-based, luminescence, uHTS, HEK293 (AID 1566). HEK293 NOD2/NF-kB luciferase reporter, luminescence; higher % means a stronger effect. one-dose inhibition, % at 4 µM; EC50 in µM for titrated hits. 290,000 compounds, 0.63% hits; further: many of its hits are not listed in these tables
LYP phosphatase: inhibitors of LYP phosphatase, biochemical, fluorescence intensity, uHTS (AID 1779) | recombinant LYP phosphatase, fluorescence intensity; higher % means a stronger effect | inhibition, % at 11.5 µM; hits with a dose series show IC50 in µM | Tyrosine-protein phosphatase non-receptor type 22 (Homo sapiens) | 290,000 compounds, 0.054% hits;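 further: plate controls were vehicle with enzyme for no effect and no enzyme for full effect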
KOR beta-arrestin-1: KOR antagonists, beta-arrestin recruitment, cell-based, luminescence, uHTS (AID 1778); Kappa-type opioid receptor (Homo sapiens); 290,000 compounds, 0.091% hits; KOR beta-arrestin recruitment, luminescence, antagonist mode; higher % means a stronger effect; inhibition, % at 10 µM, or IC50 in µM where a hit was titrated; further: strong numbers were not always called active
PMI inhibition: human PMI inhibitors, high substrate, primary screen, biochemical, fluorescence intensity, high mannose 6-phosphate (AID 1220); Mannose-6-phosphate isomerase (Homo sapiens); recombinant PMI enzyme, coupled fluorescence intensity; higher % means a stronger effect; one-dose inhibition, % at 20 µM; IC50 in µM for titrated hits; 190,000 compounds, 0.66% hits
NOD1 inhibition: NOD1 signaling inhibitors, primary screen, cell-based, luminescence, uHTS (AID 1578). NOD1-driven NF-kB luciferase reporter cells, luminescence; higher % means a stronger effect. one-dose inhibition, % at 4 µM; EC50 in µM for titrated hits. 290,000 compounds, 1% hits; in the data active means inhibition mostly above about 36%, no sharp cut-off; inactive means mostly below about 34%;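 further: HEK-293T reporter cells stimulated with the NOD1 agonist gamma-tri-DAP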
KOR beta-arrestin-2: KOR agonists, beta-arrestin recruitment, primary screen, cell-based, luminescence, uHTS (AID 1777). 280,000 compounds, 0.02% hits. KOR beta-arrestin recruitment, luminescence; higher % means a stronger effect. activation, % at 10 µM; hits with a dose series show EC50 in µM; in the data active means activation above about 50%, passing the limit was not always enough; further: a part of the inactive calls stands beside numbers as strong as those of hits
TNAP activation fold: human TNAP enzyme activators, primary screen, biochemical, luminescent, no phosphate acceptor, uHTS (AID 1001); purified TNAP, luminescent activation assay, no phosphate acceptor; higher activation fold means a stronger effect; Alkaline phosphatase, tissue-nonspecific isozyme (Homo sapiens); activation fold at 20 µM, or EC50 in µM where a hit was titrated; 200,000 compounds, 0.03% hits; in the data active means activation fold from about 3, or a potency from the dose series; inactive means the rest, 99 in 100 with activation fold below about 1.6; further: many of its hits are not listed in these tables
XIAP displacement: XIAP antagonists, biochemical, IAP family, fluorescence polarization (AID 1018); XIAP BIR domain, fluorescence polarization peptide displacement; higher % means a stronger effect; one-dose displacement, % at 20 µM; IC50 in µM for titrated hits; E3 ubiquitin-protein ligase XIAP (Homo sapiens); 200,000 compounds, 0.007% hits; in the data active means displacement above about 50%; further: a part of the inactive calls stands beside numbers as strong as those of hits
Starred values were filed as active, the others as inactive; x = not tested or not shown; [ ] = another dose, or the depositor's remark. Unless noted, no stated cut-off is given here; in the data, active means inhibition above about 50%; inactive means the rest. Only part of the results is shown (hit frequency here may not be typical).

Values run as follows: human PMI inhibition | HEK293 NOD2/NF-kB | LYP phosphatase | KOR beta-arrestin-1 | PMI inhibition | NOD1 inhibition | KOR beta-arrestin-2 | TNAP activation fold | XIAP displacement
COc1cc(NC(=O)C2CCCCC2)c(OC)cc1NC(=O)c1ccco1
→ 15.7% | 17.4% | -5.3% | 15.6% | -5.2% | -19.1% | -3.0% | 1 | -2.7%
CCOC(=O)c1ccc(NC(=S)NC(=O)C2CCCC2)cc1
→ x | 28.9% | 0.4% | 11.3% | x | -2.0% | 0.0% | x | x
O=[N+]([O-])c1cccc(C2(O)COc3ccccc3O2)c1 (configuration not stated)
→ x | 14.2% | -10.0% | -7.2% | x | -8.1% | -5.8% | x | x
CCOC(=O)c1ccc(-n2ccnc2)c(NC(=O)c2cccc(Br)c2)c1
→ 4.4% | 5.1% | 1.1% | 22.2% | 9.0% | -9.0% | 0.3% | 1 | -3.1%
COC(=O)c1ccc(NC(=O)c2cc[n+]([O-])cc2)cc1
→ x | 4.4% | -4.6% | 13.6%[20 µM] | x | -35.5% | -3.6% | x | x
Cc1ccc2c(c1)[nH]c1c(N3CCN(Cc4ccc5c(c4)OCO5)CC3)ncnc12
→ 14.3% | 43.6% | -0.4% | -15.4% | 13.4% | 58.5% | 6.5% | 1.1 | -1.1%
CCOC(=O)c1c(NC(=O)CSc2cccc[n+]2[O-])sc(C(=O)Nc2ccccc2)c1C
→ 4.9% | -22.7% | -2.6% | 12.2% | 6.1% | -41.5% | -5.8% | 1.1 | -3.6%
c1ccc(-c2nnc(OCCN3CCOCC3)c3ccccc23)cc1
→ -2.1% | 14.5% | -9.2% | -12.1% | -6.1% | 24.3% | 7.5% | 1.1 | -6.4%
COc1cccc(C2(O)CCN(C(=O)c3cccs3)CC2)c1
→ -0.4% | -9.7% | -3.9% | 40.9% | 6.2% | 1.6% | -4.7% | 1.1 | -5.2%
Cc1ccc(C(O)P(=O)(OC2CCCCC2)OC2CCCCC2)cc1 (configuration not stated)
→ 0.0% | -14.3% | -1.1% | 9.5% | -14.8% | 21.6% | -2.7% | 0.8 | -2.7%
CCOc1ccccc1OCCNC1CCCC1
→ -3.2% | 9.4% | -1.9% | 14.5% | -5.0% | -29.5% | 0.5% | 1.1 | 1.5%
CCc1ccc(NC(=O)CNC(=O)[C@@H]2Cc3ccccc3CN2C(=O)OC(C)(C)C)cc1
→ x | 11.0% | -6.0% | -23.4% | x | 3.0% | 3.2% | x | x
O=C(N/N=C/c1c(Cl)cccc1Cl)c1ccccc1F
→ -5.3% | 4.6% | -10.8% | -52.5% | -4.8% | 41.0% | 5.1% | 1.1 | -11.2%
CC(NC(=O)c1ccc(N)cc1)c1ccccc1 (configuration not stated)
→ -9.0% | 0.0% | -5.5% | 41.9%[20 µM] | -1.0% | -33.2% | -7.1% | 1 | -3.4%
COC(=O)c1ccc(C(=O)OC)c(NC(=O)COC(=O)C23CC4CC(CC(O)(C4)C2)C3)c1
→ 0.7% | 15.1% | -7.2% | -4.1% | -1.1% | 6.0% | -4.7% | 1 | -2.3%
O=C(COC(=O)CNC(=O)C1CCCCC1)Nc1ccc2c(c1)OCCO2
→ -0.1% | 9.2% | -4.1% | -15.1% | -4.2% | -34.3% | -3.7% | 1 | -5.3%
S=C1NCCNC(=S)NCCOCCOCCOCCN1
→ -6.0% | 16.7% | -2.6% | 6.8% | 3.1% | -8.8% | -3.2% | 1.1 | -5.8%
COc1ccc(OCC(=O)Nc2ccc(N3CCOCC3)cc2)c([N+](=O)[O-])c1
→ -14.1% | 5.5% | -3.4% | 2.1% | -2.0% | -8.6% | -4.1% | 1.1 | -1.3%
O=C(Nn1cnnc1)c1cc2c(s1)CCCCC2
→ 12.5% | -8.5% | -6.6% | -10.5% | -3.9% | -23.5% | -2.9% | 1.1 | -2.1%
Cc1cc(C(C)(C)C)cc(S(=O)(=O)NCCO)c1C
→ 8.0% | 2.4% | -5.6% | 30.0% | 7.8% | -10.8% | -0.6% | 1.1 | -4.3%
CCN(CC)S(=O)(=O)c1ccc(/C(O)=C(\C#N)c2nc3ccccc3n2C)cc1
→ 1.4% | 18.9% | -8.5% | 3.2% | 10.2% | 30.7% | -4.7% | 1.1 | -6.8%
CCn1cc(CNC(=O)c2cc(-c3cc(OC)ccc3OC)nc3ccccc23)c(C)n1
→ 9.3% | 22.7% | -7.0% | 16.8% | 13.3% | -5.4% | -0.9% | 1 | -2.2%
COc1ccc(N2CCN(C(=O)CCc3c[nH]c4ccccc34)CC2)cc1
→ 1.9% | 9.3% | 0.1% | -12.7% | 3.6% | -36.7% | -1.8% | 1.1 | -2.1%
COc1cccc(N2C(=O)CC(c3c[nH]c4ccccc34)C2=O)c1 (configuration not stated)
→ 10.4% | -11.8% | -0.2% | 1.4% | 5.6% | -27.1% | 1.4% | 1.1 | -0.1%
C=CCC1C=C(Cc2ccccc2)CC(CC=C)N1 (configuration not stated)
→ -11.0% | -8.1% | -3.0% | 1.7% | 1.6% | -41.8% | 0.6% | 1.2 | -4.3%
Cc1sc2nc(C3CC3)nc(N3CCN(C(=O)c4ccc(F)cc4)CC3)c2c1C
→ x | 24.7% | 3.3% | -8.7% | x | 15.7% | -3.1% | x | x
CCCCCC(O)(c1ccccc1)C(CN1CCOCC1)c1ccccc1 (configuration not stated)
→ x | -7.2% | -4.3% | 13.4% | x | -0.9% | -3.1% | x | x
CCc1nonc1NC(=O)c1oc2cc(Br)ccc2c1C
→ x | 2.1% | -7.5% | -28.2% | x | -45.3% | -1.0% | x | x
COc1ccc(C2C(C(C)=O)=C(O)C(=O)N2c2cccnc2)cc1OC (configuration not stated)
→ -6.7% | 28.0% | 0.6% | 10.8% | -10.6% | 8.8% | -8.1% | 1.2 | -3.7%
CCc1nnc(NC(=O)c2csc3c2CCC(C)C3)s1 (configuration not stated)
→ x | -51.3% | -8.6% | -5.3%[20 µM] | x | -41.6% | x | 1 | -4.0%
COc1ccc(C2CC(=O)C(C=NCCCN3CCOCC3)=C(O)C2)cc1 (configuration not stated)
→ 11.3% | 5.2% | 3.5% | 0.9% | 4.9% | x | -5.3% | 1.1 | -0.6%
Cc1ccc(CNC(=O)CSCc2cccc(F)c2)cc1
→ -4.0% | -28.5% | -9.8% | -0.1% | -4.5% | -25.0% | -4.0% | 1.1 | -0.7%
COCCN(CC1CCCN(C2Cc3ccccc3C2)C1)C(=O)CCSC (configuration not stated)
→ x | 13.7% | -11.2% | 1.3%[20 µM] | x | -10.8% | 0.0% | x | x
CCCn1nnc(NC(=O)c2ccc(F)cc2)n1
→ 4.4% | -2.8% | -10.4% | -6.5% | 3.4% | 5.2% | -1.3% | 1 | -7.2%
CC1CN(S(=O)(=O)c2cccc(-c3cn4ccccc4n3)c2)CC(C)O1 (configuration not stated)
→ -5.2% | 21.2% | -2.0% | -7.8% | -5.7% | 54.3% | -0.2% | 1.1 | 0.1%
Cc1ccc(C(=O)Nc2ccc3c(c2)OCO3)cc1S(=O)(=O)N1CCCCC1
→ 17.7% | -32.4% | -2.2% | -12.6% | 15.3% | x | 2.2% | 1.1 | 1.0%
Cc1ccc(O)c(C2=NNC(O)(C(F)(F)F)C2)c1 (configuration not stated)
→ 9.5% | 5.3% | -4.2% | -14.2% | 0.7% | -6.7% | 2.1% | 1.2 | -4.3%
Cc1cc([N+](=O)[O-])nn1CC(=O)NNC(=S)Nc1ccc(F)cc1
→ -8.2% | -4.7% | -2.7% | -27.3% | -8.3% | -6.4% | 2.0% | x | -3.4%
COc1ccc(NC(=S)NNS(=O)(=O)c2ccc3ccccc3c2)c(OC)c1
→ 19.7% | 0.1% | 1.5% | -21.2%[20 µM] | 19.9% | -19.0% | -3.2% | 1 | -14.5%
Cc1nc(SCC(=O)c2ccc(Cl)s2)c2oc3ccccc3c2n1
→ 4.1% | 0.8% | -4.5% | -7.3% | 1.1% | x | -1.9% | 1.1 | -4.7%

Arranged by molar mass (low to high): 3 of the compounds above.
Values run as follows: human PMI inhibition | HEK293 NOD2/NF-kB | LYP phosphatase | KOR beta-arrestin-1 | PMI inhibition | NOD1 inhibition | KOR beta-arrestin-2 | TNAP activation fold | XIAP displacement
CCc1nonc1NC(=O)c1oc2cc(Br)ccc2c1C
→ x | 2.1% | -7.5% | -28.2% | x | -45.3% | -1.0% | x | x
Cc1nc(SCC(=O)c2ccc(Cl)s2)c2oc3ccccc3c2n1
→ 4.1% | 0.8% | -4.5% | -7.3% | 1.1% | x | -1.9% | 1.1 | -4.7%
COCCN(CC1CCCN(C2Cc3ccccc3C2)C1)C(=O)CCSC (configuration not stated)
→ x | 13.7% | -11.2% | 1.3%[20 µM] | x | -10.8% | 0.0% | x | x

Carrying on.
Values run as follows: human PMI inhibition | HEK293 NOD2/NF-kB | LYP phosphatase | KOR beta-arrestin-1 | PMI inhibition | NOD1 inhibition | KOR beta-arrestin-2 | TNAP activation fold | XIAP displacement
COc1ccc(-c2csc(C3=C(O)CN(Cc4ccc(Cl)cc4)C3=N)n2)cc1OC
→ 1.4% | 8.6% | 1.8% | -15.0% | -0.3% | -20.7% | 0.7% | 1.1 | -7.1%
CCOC(=O)NC1(NC2CCCCC2)Oc2ccccc2O1
→ 35.9% | 18.0% | -7.0% | -1.2% | 49.2% | -28.7% | -4.6% | 1 | -4.4%
C=CCN1CN=C(NS(=O)(=O)c2ccc(NC(C)=O)cc2)NC1
→ -8.3% | -1.6% | -5.4% | -8.6% | -6.1% | -34.1% | -3.9% | 1.1 | -1.7%
O=C1/C(=C/c2cccc(Cl)c2)CSc2sccc21
→ x | 14.7% | -6.6% | 29.5% | x | -4.9% | -0.7% | x | x
CC1CCN(C2=NC(=O)/C(=C/c3ccc(O)cc3)S2)CC1
→ x | -11.1% | -4.4% | 36.9% | x | -4.5% | -2.3% | x | x
CCCc1cc(=O)oc2cc(OCC(=O)NC3CC(C)(C)NC(C)(C)C3)ccc12
→ x | 20.1% | -1.8% | 30.8% | x | -22.5% | 3.1% | x | x
COc1ccc(N=C(C)C2=C(O)COC2=O)cc1
→ -0.8% | 20.7% | -10.7% | 11.5% | 27.3% | 6.6% | -4.3% | 1.1 | -1.5%
CCn1ncc(/C=C/C(=O)Nc2c(C)nn(Cc3ccc(Cl)cc3Cl)c2C)c1C
→ -1.2% | 24.6% | -7.7% | -49.0% | -2.6% | x | 2.3% | 1.1 | -1.7%
Cc1ccc(NC(=O)/C(=C\c2ccccc2)NC(=O)c2ccco2)cc1
→ x | 9.2% | 1.3% | 14.9% | x | -1.2% | 0.5% | x | x

3 entries from above, ordered by their value in XIAP displacement, ascending.
SMILES	XIAP displacement
CCOC(=O)NC1(NC2CCCCC2)Oc2ccccc2O1	-4.4%
C=CCN1CN=C(NS(=O)(=O)c2ccc(NC(C)=O)cc2)NC1	-1.7%
COc1ccc(N=C(C)C2=C(O)COC2=O)cc1	-1.5%
